CCT chaperon mod – cytosolic chaperonin activity modulation. purified chaperonin ATPase assay, HTRF ADP detection, 30 min. activity change, % (test concentration not listed), hits read low. actives 0.3% (n = 360,000). AID 651819; in the data active = activity change below about -30%; note: % is set by controls: 0 for no effect and ±100 for the full control effect
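Nucleotide hydrolysis assay: TRiC at 20–40 nM final (set by batch activity) with 10 uM ATP, 30 min at 37 °C, in presence of 76 uM compound. Detection by competitive ADP HTRF, 30 min ambient.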
EPAC2 antag – EPAC2 (human) antagonism | Potency, µM (highest dose often 114 µM), inactives show at the top dose activity, negative = inhibition, usual class: inhibitors | Q8WZA2 | actives 0.18% (n = 360,000) | EPAC2 GEF exchange of Rap1B-BODIPY-GDP, fluorescence; note: potency is the fitted concentration of half-maximal effect; % is set by controls: 0 for no effect and ±100 for the full control effect; nearly all actives have a fitted effect of over 45% in size; many of its hits are not listed in these tables
Target sequence (Q8WZA2 whole entry, looked up): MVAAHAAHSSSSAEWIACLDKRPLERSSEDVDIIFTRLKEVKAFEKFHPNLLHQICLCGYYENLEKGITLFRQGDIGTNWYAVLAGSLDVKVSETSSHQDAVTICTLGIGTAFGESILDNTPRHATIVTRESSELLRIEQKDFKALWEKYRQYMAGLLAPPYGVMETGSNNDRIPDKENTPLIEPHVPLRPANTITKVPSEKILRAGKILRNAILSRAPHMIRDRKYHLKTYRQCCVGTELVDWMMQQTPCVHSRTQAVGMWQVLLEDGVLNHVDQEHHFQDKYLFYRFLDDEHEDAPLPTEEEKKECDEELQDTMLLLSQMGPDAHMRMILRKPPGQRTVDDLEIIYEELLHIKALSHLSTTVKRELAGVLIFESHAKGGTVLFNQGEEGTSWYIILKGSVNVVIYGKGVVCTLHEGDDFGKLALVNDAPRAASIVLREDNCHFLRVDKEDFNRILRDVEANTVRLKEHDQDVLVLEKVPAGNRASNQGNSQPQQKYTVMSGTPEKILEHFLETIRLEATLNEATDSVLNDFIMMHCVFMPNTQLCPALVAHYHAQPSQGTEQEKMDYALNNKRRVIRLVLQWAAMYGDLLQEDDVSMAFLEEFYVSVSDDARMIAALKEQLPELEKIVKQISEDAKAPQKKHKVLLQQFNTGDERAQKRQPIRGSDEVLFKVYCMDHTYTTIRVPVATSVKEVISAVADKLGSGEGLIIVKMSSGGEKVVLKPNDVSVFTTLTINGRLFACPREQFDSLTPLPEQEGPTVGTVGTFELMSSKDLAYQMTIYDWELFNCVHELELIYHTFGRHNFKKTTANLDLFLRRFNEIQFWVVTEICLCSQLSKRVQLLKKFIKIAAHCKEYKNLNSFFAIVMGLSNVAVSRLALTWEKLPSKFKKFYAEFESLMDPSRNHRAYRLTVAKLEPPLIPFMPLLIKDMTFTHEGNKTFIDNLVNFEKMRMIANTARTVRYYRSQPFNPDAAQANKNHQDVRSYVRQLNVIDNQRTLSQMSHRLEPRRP
A549 viability – A549 cytotoxicity, counter-screen for Nrf2 inhibitors; A549 ARE-Fluc cells, CellTiter-Fluor viability, 18-24 h; Potency, µM (top dose mostly 46 µM), inactives show at the highest dose activity change, negative = cytotoxicity, usual class: inhibitors; actives 0.16% (n = 390,000); AID 504648; note: potency is the fitted concentration of half-maximal effect; % is set by controls: 0 for no effect and ±100 for the full control effect
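A549 ARE_Fluc cells in 5% FBS OPTI-MEM were exposed to compounds in concentration-response for 18-24 h at 37 deg C. Viability was read by CellTiter-Fluor fluorescence (Ex 405/Em 525) after 30 min, before the luciferase read.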
pAkt inh – Akt phosphorylation inhibition | activity change, % for hits at 50 µM | Neuro2A IGF-stimulated pAkt S473 HTRF, 20 min; hits give low values | actives 0.32% (n = 360,000); in the data active = activity change below about -80%; inconclusive = mostly about -51% to -80%; note: % is set by controls: 0 for no effect and ±100 for the full control effect
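Neuro2A cells in DMEM with 0.5% FBS, overnight at 37 deg C, given compound at single 50 µM final, then IGF (6 nM final) for 20 min at 37 deg C. Lysed; phospho-Akt Ser473 by HTRF after 24 h, 665/615 ratio.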
Nrf2 block – Nrf2 pathway inhibition; A549 ARE-Fluc reporter, luciferase luminescence, 18-24 h; Potency, µM (series often up to 46 µM), for inactives: at the top dose activity change, negative = inhibition, hits mostly inhibitors; AID 504444; actives 2.1% (n = 360,000); note: potency is the fitted concentration of half-maximal effect; % is set by controls: 0 for no effect and ±100 for the full control effect; nearly all actives have a fitted effect of over 60% in size
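Concentration-response testing used A549 ARE_Fluc cells at 5000 cells/well. Following an 18-24 h compound incubation, viability was read by fluorescence (Ex 405/Em 525) and luciferase output by luminescence.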
Mm-Cpn inhibitor – inhibitors of Methanococcus maripaludis chaperonin (MmCpn); purified Mm-Cpn ATPase, ADP Transcreener TR-FRET; Potency, µM (series often up to 76.9 µM), for inactives: top-dose activity, negative = inhibition, usual class: inhibitors; actives 0.031% (n = 330,000); note: potency is the fitted concentration of half-maximal effect; % is set by controls: 0 for no effect and ±100 for the full control effect; nearly all actives have a fitted effect of over 80% in size
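Purified archaeal chaperonin (25 nM final) was preincubated with compound for 10 min at 37°C, then ATP (10 uM final) was added for 30 min at 37°C in Tris pH 7.4/KCl/MgCl2/DTT buffer. ADP was quantified by HTRF Transcreener TR-FRET.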
EPAC2 agonist – agonists of human EPAC2 (RAPGEF4); Q8WZA2; EPAC2 activation, biochemical qHTS; response scale: 100% = 6.5 mM cAMP response; Potency, µM (top dose mostly 154 µM), without a hit: top-dose activation, usual class: activators; actives 0.079% (n = 360,000); AID 720711; note: potency is the fitted concentration of half-maximal effect; nearly all actives have a fitted effect of over 50% in size
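In this primary screen, activation is scored as increased exchange of BODIPY-GDP from Rap1B by 100 nM EPAC2, with 50 uM GDP as competitor. Signal is normalized to the 6.5 mM cAMP agonist control.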
Nrf2 activator – activators of Nrf2 (ARE) signaling; AREc32 ARE-luciferase reporter (MCF7-derived line), luminescence, 24 h; Potency, µM (series often up to 46.1 µM), for the others: top-dose activation, actives largely listed as activators; actives 0.31% (n = 410,000); note: potency is the fitted concentration of half-maximal effect; % of control where 0% means no effect; nearly all actives have a fitted effect of over 65% in size
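AREc32 cells carrying an ARE-driven firefly luciferase, 1000 cells/well in OPTI-MEM with 5% FBS, dosed after overnight attachment and incubated 24 hr at 37 deg C. Steady-Glo luminescence read after 30 min at RT.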
TGFb inhibitor – inhibitors of TGF-b signaling | HepG2 CAGA-GFP TGF-b/SMAD3 reporter, GFP fluorescence, 18 h; TGF-beta stimulated, 500 pg/mL final | Potency, µM (doses to about 46.1 µM), without a hit: at the top dose activity, negative = inhibition, usual class: inhibitors | actives 1.2% (n = 410,000) | AID 588855; note: potency is the fitted concentration of half-maximal effect; % is set by controls: 0 for no effect and ±100 for the full control effect; nearly all actives have a fitted effect of over 65% in size
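Inhibition of TGF-beta-driven CAGA-GFP reporter expression in HEPG2 cells is measured by cellular GFP fluorescence after 18 h stimulation with 500 pg/mL recombinant TGF-beta in 1% FBS medium at 37 degrees C.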
The depositor's hits bear a star; i = inactive; ? = inconclusive; . = no result given; [ ] = dose if it differs, or a comment. Unless noted, calls come from the whole dose curve; as a rule, active = well fitted curve in the direction sought with a large enough effect; inconclusive = small, poorly fitted or top-dose-only effect, or another doubt; inactive = no such curve, though single readings can be large; an effect the other way counts as inactive or inconclusive. A portion of the library; rates above refer to the full screens.

SMILES	CCT chaperon mod	EPAC2 antag	A549 viability	pAkt inh	Nrf2 block	Mm-Cpn inhibitor	EPAC2 agonist	Nrf2 activator	TGFb inhibitor
Cc1ccc(CNc2ccc3c(c2)ncn3C)cc1	-2.3	2%	0%	i	?	-2%	7%	-0.3%	-1%
CC(=O)NCCOc1c(C)cc(S(N)(=O)=O)cc1C	-1.0	-7%	3%	i	7%	1%	7%	1.4%	-11%
NC(=O)NC(=O)COC(=O)/C=C/c1cccc(Br)c1	0.7	13%	10%	i	19%	1%	13%	0.1%	-1%
NCCc1nnc(SCc2ccccc2)o1	-1.4	10%	6%	i	4%	3%	-6%	-0.1%	-9%
COc1ccccc1N1CCN(C(=O)c2cc(-c3ccc(Br)cc3)on2)CC1	0.4	-1%	20%	i	0%	0%	7%	-0.1%	-8%
COC(=O)c1sccc1S(=O)(=O)N(CC(=O)Nc1ccccc1C)c1ccc(Cl)cc1	.	.	-1%	.	?	.	.	3.3%	?
O=C(Nc1cc(S(=O)(=O)N2CCOCC2)ccc1O)c1ccco1	0.6	-7%	-1%	i	-7%	-2%	5%	-0.2%	-2%
COC1CC(C)NC(=S)N1 (stereo not given)	-1.3	-1%	7%	i	0%	0%	1%	-0.4%	6%
O=C(c1cnccn1)N1CCN(c2ccccc2)CC1	-5.5	13%	0%	i	5%	1%	-6%	-0.1%	-1%
CCOc1ccc(N(CC(=O)OC)S(=O)(=O)c2c(C)noc2C)cc1	-0.9	-14%	-5%	i	-2%	-2%	5%	0.1%	-1%
O=c1[nH]c(CSc2ncc(-c3ccc(F)cc3)n2Cc2ccco2)nc2ccccc12	-3.2	-2%	-12%	i	?	-2%	2%	3.5%	?
O=C(CCC1CCCN(c2ncccn2)C1)NCc1ccc(F)c(F)c1 (stereo not given)	-3.8	18%	7%	i	7%	2%	4%	2.2%	-10%

Some of the entries so far, field by field:
> O=c1[nH]c(CSc2ncc(-c3ccc(F)cc3)n2Cc2ccco2)nc2ccccc12
- CCT chaperon mod: -3.2
- EPAC2 antag: -2%
- A549 viability: -12%
- pAkt inh: i
- Nrf2 block: ?
- Mm-Cpn inhibitor: -2%
- EPAC2 agonist: 2%
- Nrf2 activator: 3.5%
- TGFb inhibitor: ?
> COC(=O)c1sccc1S(=O)(=O)N(CC(=O)Nc1ccccc1C)c1ccc(Cl)cc1
- CCT chaperon mod: .
- EPAC2 antag: .
- A549 viability: -1%
- pAkt inh: .
- Nrf2 block: ?
- Mm-Cpn inhibitor: .
- EPAC2 agonist: .
- Nrf2 activator: 3.3%
- TGFb inhibitor: ?

Next section.
SMILES	CCT chaperon mod	EPAC2 antag	A549 viability	pAkt inh	Nrf2 block	Mm-Cpn inhibitor	EPAC2 agonist	Nrf2 activator	TGFb inhibitor
CC(=O)OC(C)(C)C#CCN1CCCC1	-0.7	2%	-2%	i	-1%	-4%	5%	0.4%	-4%
O=C(N/N=C/c1ccc2c(c1)OCO2)C1COc2ccccc2O1 (stereo not given)	-0.5	-6%	0%	i	24%	1%	2%	1.7%	-2%
CC(C)CC(=O)Nc1nc2ccc(S(C)(=O)=O)cc2s1	0.5	-4%	-6%	i	-3%	0%	6%	-0.2%	-15%
CCN(C(=O)c1ccc(S(=O)(=O)N2CCOCC2)cc1)C1CCS(=O)(=O)C1 (stereo not given)	-10	20%	-4%	i	-3%	-1%	1%	-0.6%	-1%
N#CCc1ccc(OC(=O)c2cccnc2)cc1	-0.2	4%	2%	i	7%	0%	4%	-0.8%	-4%
CCn1ccnc1CN1CCC(CO)(CCOc2ccccc2)CC1	-1.8	5%	0%	i	8%	-1%	9%	-0.6%	-10%
CCCn1c(N)c(C(=O)CSc2nnc(Cc3ccccc3)o2)c(=O)n(C)c1=O	0.7	2%	-1%	i	?	0%	-9%	-0.3%	-12%
COc1ccc(OC)c(NC(=O)CSc2ccc(-c3cccnc3)nn2)c1	0.8	15%	-3%	i	?	1%	-2%	-0.1%	-1%
Cc1ccc(C(=O)OCC(=O)c2c[nH]c3ccccc23)cc1	1.8	0%	1%	i	?	-1%	3%	3.6%	4%
Cc1cccc(Oc2nc3ccccn3c(=O)c2/C=C(\C#N)C(=O)NC2CCS(=O)(=O)C2)c1C (stereo not given)	-2.2	-6%	2%	i	23%	-2%	4%	16%	-4%
COc1ccc(NC(=O)C(=O)NCC2CCCN2S(=O)(=O)c2ccc(C)cc2)cc1 (stereo not given)	-1.4	-4%	-14%	i	?	-2%	18%	0.6%	?
COc1ccc(C(N)c2csc(Nc3ccc(S(C)(=O)=O)cc3)n2)cc1 (stereo not given)	-0.2	11%	.	i	.	.	1%	2.8%	-7%
Cc1cccc(-c2nc(CS(=O)CC(=O)NCc3ccc(Cl)cc3)c(C)o2)c1 (stereo not given)	.	.	2%	.	-5%	.	.	2.9%	?
O=C(c1ccco1)N1CCN(Cc2cccc(C(F)(F)F)c2)CC1	-2.5	-11%	-7%	i	-6%	-2%	0%	-0.4%	-21%
CCOc1ccc(C(=O)NCC(=O)OCc2cc(C(C)=O)ccc2OC)cc1	0.5	-5%	4%	i	?	0%	0%	-0.5%	-25%
CCC(=O)c1ccc(N2CCN(S(=O)(=O)c3ccccc3)CC2)c(F)c1	-1.5	2%	14%	i	4%	0%	5%	-0.6%	12%
CC1(C(=O)Nc2ccc3nc[nH]c3c2)CCN1C(=O)C/C=C/c1ccccc1 (stereo not given)	-0.2	-6%	.	i	.	.	8%	-0.8%[9.22 µM]	-7%
COc1ccc(C(=O)Nc2nc(C)c(C)s2)cc1OC	-5.1	-2%	1%	i	?	0%	5%	4.4%	2%
CC(C)NC(=O)NC(=O)COC(=O)c1ccc([N+](=O)[O-])cc1Cl	-5.8	0%	0%	i	17%	1%	3%	0.5%	-16%
O=C(Nc1ccc(S(=O)(=O)N2CCCCC2)cc1)C1CCN(C(=O)c2ccc(F)cc2)CC1	2.1	-6%	-7%	i	?	1%	3%	0.0%	-14%
COC(=O)C1=C(C)NC(=O)NC1c1ccc(N2CCC(c3ccccc3)=N2)cc1 (stereo not given)	-0.2	0%	0%	i	-21%	1%	6%	5.2%	-20%
CCc1ncc(CO)n1Cc1cccc2ccccc12	1.3	11%	.	i	.	.	3%	0.0%	0%
CC(C)Oc1cc(F)ccc1-c1cc(C(=O)NCc2cccs2)[nH]n1	-1.8	-5%	.	i	.	.	13%	-0.5%	3%
CCC(C)c1ccccc1OCCCCN1CCCC1 (stereo not given)	-0.4	-4%	-6%	i	13%	-1%	-1%	-0.3%	-4%
CC(C)NC(=O)c1csc(COCCO)n1	-1.9	27%	.	i	.	.	10%	0.3%	-1%
COc1ccc(OC)c(/C=N/NC(=O)CNC(=O)c2ccc(S(=O)(=O)N3CCCC3)cc2)c1	-0.8	7%	2%	i	-10%	0%	12%	1.3%	-7%
CCOc1ccc(/C=N/N2C(C)CCCC2C)cc1 (stereo not given)	-3.8	1%	9%	i	?	2%	4%	-0.4%	0%
CCn1c(COc2ccc(C)cc2)nnc1SCc1nc2ccccc2[nH]1	-1.1	-6%	-27%	i	18µM*	0%	5%	3.2%	-1%
O=C(CNc1ccccc1)NN=C1CCCC1	0.3	6%	2%	i	1%	3%	7%	-0.4%	23%
CS(=O)(=O)N1CCc2cc(C(=O)Nc3ccc(Cl)c(C(F)(F)F)c3)ccc21	.	.	-27%	.	21µM*	.	.	-0.5%	?
Cc1ccc(NS(=O)(=O)c2cc(C(=O)N(C)C3CCN(C)CC3)ccc2Cl)cc1Cl	-1.7	1%	-1%	i	-2%	2%	7%	-0.9%	16%
CCOc1ccc(S(=O)(=O)N(CC(=O)NCc2ccncc2)c2ccc(C)cc2)cc1	0.2	11%	-8%	i	?	0%	5%	-0.2%	-5%
CCOc1ccc(CCNC(=O)c2ccc3c(c2)N(Cc2ccccc2)C(=O)c2ccccc2S3=O)cc1OCC (stereo not given)	.	.	-12%	.	9%	.	.	-1.1%	0%
O=C(c1ccc(COc2c(F)c(F)c(F)c(F)c2F)o1)N1CCN(Cc2ccc3c(c2)OCO3)CC1	-2.5	-12%	-22%	i	?	3%	13%	2.1%	-14%
Cc1nnc(SCC(=O)NC2CCCc3c2cnn3-c2ccc(F)cc2F)o1 (stereo not given)	-1.0	2%	-10%	i	17%	0%	-1%	0.1%	1%
COCCNC(=O)C(c1ccc(C)o1)N(C(=O)Cn1nnc2ccccc21)c1ccccc1 (stereo not given)	0.2	-1%[57.1 µM]	-4%	i	-20%	1%	13%	-0.1%	26%
Cc1cc(-c2ccccc2)nc2oc3c(c12)NC(=O)CN(c1ccccc1)C3=O	-0.3	-1%	2%	i	?	1%	0%	0.2%	7%
CN(Cc1ccccc1)C(=O)c1cccc(NC(=O)c2ccco2)c1	-1.4	7%	0%	i	.	-1%	2%	0.4%	?
COc1ccc2c(c1)c(C(C)=O)c(C)n2-c1ccc(C(C)=O)cc1	-6.4	1%	-5%	i	2%	-1%	15%	-0.3%	0%
CCCCCCC1(C)NC(=O)N(C(C)C(=O)Nc2ccc(N3CCOCC3)cc2)C1=O (stereo not given)	0.8	-6%	0%	i	9%	0%	1%	2.8%	42%[activator]
Cc1ccccc1C(=O)NC1CCN(C(=O)Nc2ccccc2Cl)CC1	-2.7	-6%	5%	i	-21%	2%	5%	-1.2%	-4%
O=C(N/N=C/c1cc2c(cc1[N+](=O)[O-])OCO2)c1ccccn1	-0.7	12%	-4%	i	17%	.	9%	-0.6%	22%
O=C(C[C@@H]1C/C=C\C[C@H](NC(=O)OCC2c3ccccc3-c3ccccc32)C(=O)OC[C@H]2CCCN2C1=O)N[C@H](CO)Cc1ccccc1	-0.1	-16%	-16%	i	-26%	0%	0%	6.6%	-38%
Cc1cc(OCC(=O)N2CCC(c3nc4ccccc4s3)CC2)ccc1Cl	.	.	-13%	.	?	.	.	4.2%	10µM*
